PP1 inh = counter-screen for PP5 inhibitors: inhibitors of human PP1-alpha; 0.9% of 320,000 active; AID 2235; P62136; inhibition, % at 6.7 µM; purified PP1alpha, OMFP fluorescence;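 active = inhibition above the mean inhibition of all tested compounds plus 3 SD, computed separately for each screening campaign, cut at about 15% in these data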
Target sequence (P62136 whole entry, looked up): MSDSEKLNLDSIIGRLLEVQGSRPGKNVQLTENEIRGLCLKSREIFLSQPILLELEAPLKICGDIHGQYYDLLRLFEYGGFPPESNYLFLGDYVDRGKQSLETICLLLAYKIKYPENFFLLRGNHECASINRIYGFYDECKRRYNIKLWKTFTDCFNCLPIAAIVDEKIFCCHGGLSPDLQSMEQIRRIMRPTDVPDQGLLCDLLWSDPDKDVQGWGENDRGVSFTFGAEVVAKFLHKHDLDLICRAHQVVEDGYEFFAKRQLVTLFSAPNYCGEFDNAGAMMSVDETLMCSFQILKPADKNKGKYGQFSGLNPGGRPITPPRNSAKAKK
procasp7 counter = counter-screen: procaspase-7 (human) activation | P55210 | recombinant procaspase-7, Ac-DEVD-pNA absorbance 405 nm; D23A/D198A/D206A triple mutant, cannot self-cleave; scale: DMSO 0, 5 µM enzyme 100 | activation, % at 8.5 µM | 0.093% of 330,000 active | AID 463210;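 active = percent activation above the screen-wide mean plus 3 SD, cut at about 25% in these data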
Target sequence (P55210 whole entry D23A/D198A/D206A): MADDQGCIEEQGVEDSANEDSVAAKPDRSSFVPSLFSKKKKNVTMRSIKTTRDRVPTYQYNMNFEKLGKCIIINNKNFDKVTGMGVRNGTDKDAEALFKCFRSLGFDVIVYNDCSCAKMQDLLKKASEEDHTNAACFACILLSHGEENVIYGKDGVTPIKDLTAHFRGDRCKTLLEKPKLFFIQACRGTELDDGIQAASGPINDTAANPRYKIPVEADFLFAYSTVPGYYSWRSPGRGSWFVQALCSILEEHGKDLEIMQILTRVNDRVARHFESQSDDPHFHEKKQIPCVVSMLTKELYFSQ
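signal = Epi-absorbance of released pNA at 405 nm, two timepoints | assay system = Uncleavable procaspase-7 mutant enzyme | reagent = Ac-DEVD-pNA substrate, 400 µM as added | times = 1 h enzyme–compound preincubation and 2 h substrate reaction, both 25 °C | benchmarks = low DMSO alone, high DMSO plus 5 µM PC-7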
PAFAH2 inh = inhibitors of human PAFAH2; Q99487; recombinant PAFAH2, FP-rhodamine activity probe, fluorescence polarization; inhibition, % at 3.39 µM; 0.99% of 340,000 active; AID 492956;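 active = inhibition above the mean over all tested compounds plus 3 SD, cut at about 30% in these data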;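 note: inhibitors block probe labeling of enzyme so polarization drops; 0% = enzyme with DMSO and 100% = wells lacking PAFAH2 protein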
TPT1 inhibitor = blocks Candida albicans tRNA 2'-phosphotransferase; inhibition, % at 5 µM; 0.81% of 300,000 active; recombinant caTPT1, FP RNA substrate dephosphorylation;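 active = inhibition above the mean of all tested compounds plus 3 SD, set per screening campaign, cut at about 24% in these data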;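 note: plate controls were DMSO alone for no effect and ferristatin control at 100 nM for full effect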
PP5 inh = PP5 (human) phosphatase inhibition; P53041; purified PP5c, OMFP substrate fluorescence; inhibition, % at 6.7 µM; 0.18% of 320,000 active;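 active = inhibition above the campaign's mean inhibition across all tested compounds plus 3 SD, cut at about 9.5% in these data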;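 note: 0% = DMSO only and 100% = 100 µM cantharidin control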
procasp3 activ = activates human procaspase-3; P42574; 0.11% of 330,000 active; recombinant procaspase-3 D3A, Ac-DEVD-pNA absorbance 405 nm; activation, % at 8.5 µM; AID 463141;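 active = activation above the mean of all tested compounds plus 3 SD, cut at about 21% in these data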;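 note: 0% = DMSO alone and 100% = DMSO wells spiked with extra 5 µM PC-3 D3A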
Target sequence (P42574 whole entry D9A/D28A/D175A): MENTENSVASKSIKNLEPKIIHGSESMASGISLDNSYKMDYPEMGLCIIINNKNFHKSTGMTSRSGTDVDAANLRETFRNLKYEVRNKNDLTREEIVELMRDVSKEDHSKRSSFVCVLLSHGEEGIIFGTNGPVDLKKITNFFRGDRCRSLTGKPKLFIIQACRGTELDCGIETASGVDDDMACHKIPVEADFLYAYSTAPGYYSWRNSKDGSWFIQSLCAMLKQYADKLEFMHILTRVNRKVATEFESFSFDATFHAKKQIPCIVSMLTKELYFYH
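Compound: 8.5 µM single point, 0.8% DMSO / Material: Autoprocessing-dead procaspase-3 D3A mutant enzyme / Timing: 1 h preincubation plus 2 h reaction at 25 °C / Medium: Zinc-free HEPES/NaCl buffer with 0.01% Triton X-100 at pH 7.4 / Technique: 405 nm absorbance of p-nitroaniline, reads at 0 and 120 min / Repeats: one well per compound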
HCV core dimer = blocks dimerization of HCV core protein; TR-FRET GST/Flag-core106 dimerization, 1536-well; inhibition, % at 5 µM; 0.33% of 300,000 active; AID 1899;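 active = inhibition above the mean of all tested compounds plus 3 SD, set per screening campaign, cut at about 45% in these data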
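System: GST-tagged and Flag-tagged HCV core protein residues 1-106 / Input: core106 proteins, GST 13.5 nM and Flag 17 nM / Buffer or medium: KF-containing HEPES buffer, pH 7.45, DTT, CHAPS, BSA / Probe or stimulus: Eu-anti-GST and XL665-anti-Flag labelled anti-tag antibodies / Schedule: 4 h, 22.5 °C incubation / Technique: TR-FRET 671 and 617 nm emission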
Fh CTSL1 inh = blocks F. hepatica cathepsin L1 in PFM18AAP counter-screen | recombinant F. hepatica cathepsin L1, Z-Leu-Arg-MCA fluorescence | inhibition, % at 5.96 µM | 0.49% of 300,000 active;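 active = inhibition above the mean of all tested compounds plus 3 SD, set per screening campaign, cut at about 17% in these data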;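 note: 0% = plate median of test compound wells and 100% = 1 µM Z-Phe-Ala-diazomethylketone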
AHR activator = activates the human aryl hydrocarbon receptor | P35869 | AHR-responsive luciferase reporter cells, luminescence | activation, % at 5 µM | 2.5% of 320,000 active | AID 2796; in the data active = activation above about 47%;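 note: 0% = vehicle wells and 100% = reference agonist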
* marks the source's active call; other numbers are inactive results; x = no result given; & = joins results of further samples.

SMILES	PP1 inh	procasp7 counter	PAFAH2 inh	TPT1 inhibitor	PP5 inh	procasp3 activ	HCV core dimer	Fh CTSL1 inh	AHR activator
CCOC(=O)C1=C(Cn2cnc3ccccc32)NC(=O)NC1c1cc(C)ccc1C (stereo not given)	4	2	5	3	2.2	0	6	0	-3
Cc1ccc(-c2nc(CS(=O)CC(=O)NC3CCCC3)c(C)o2)cc1 (stereo not given)	-3	-4	-4	-5	-0.7	0	27	-4	4
CC(C)c1cc(Br)ccc1OCCN1C(=O)NC(C)(C)C1=O	0	-3	12	-3	2.3	-1	-1	-1	-2
CC(CCc1ccccc1)NC(=O)CCC(=O)N1CCC(C(N)=O)CC1 (stereo not given)	-1	-3	2	0	3.0	-6	5	-2	2
Nc1cc(C(Cl)=C(Cl)Cl)c(S(N)(=O)=O)cc1S(N)(=O)=O	-1	-2	-14	-1	-0.4	5	6	2	0
CCC(=O)Nc1ccc(-c2ccc(N3CCCCC3)nn2)cc1	3	12	5	1	-0.5	4	13	-5	3
O=C(N/N=C/c1ccc([N+](=O)[O-])o1)c1cn(-c2ccccc2)nc1-c1ccc(Cl)cc1	7	-2	-7	2	-2.4	-3	46*	1	9
CC1CCCCC12NC(=O)N(CC(=O)OCC(=O)Nc1ccc(F)cc1[N+](=O)[O-])C2=O (stereo not given)	x	0	5	x	x	-1	x	x	8
CCOc1cc(CNn2cnnc2)cc(Cl)c1OCC(=O)NC(C)(C)C	0	9	-4	-2	3.3	4	7	6	2
O=C(OC(C(=O)NC1CCCCC1)c1ccccn1)c1cccs1 (stereo not given)	-1	-2	15	-3	3.0	8	-2	-46	2
CCCCCCNS(=O)(=O)c1ccccc1Br	1	8	-2	-2	3.9	2	-7	-3	2
Cc1oc(-c2cc(F)ccc2F)nc1CN1CCCN(C(=O)c2ccco2)CC1	-4	1	-2	4	1.7	-4	-2	-3	2
CCC(=O)N1c2ccccc2NC2=C(C(=O)CC(c3ccco3)C2)C1c1ccco1 (stereo not given)	-3	0	7	-7	2.5	-23	1	1	5
Cc1ccc(/C=C2/NC(=O)N(Cc3ccccc3)C2=O)o1	1	-12	2	-5	0.2	-2	-9	3	-2
CCOc1ccc(CCNC(=O)COC(=O)C2=NNC(=O)CC2)cc1OCC	-5	1	-1	4	-2.0	-6	4	-1	3
O=C(Nc1cc(C(F)(F)F)ccc1F)C1CCC1	4	8	2	1	-1.2	-3	-1	-3	0
Cc1ccc(C(=O)/C=C/c2ccc3c(c2)OCCO3)c(O)c1	1	3	-4	-1	3.5	1	-4	0	5
CCC1(c2ccc(F)cc2)NC(=O)N(CC(=O)Nc2ccc(C)c(S(=O)(=O)N3CCOCC3)c2)C1=O (stereo not given)	-1	11	0	-1	1.4	-6	4	-42	2
CCOc1ccccc1NS(=O)(=O)c1c(C)[nH]c(C)c1C(=O)N1CCCCC1	-3	6	1	0	-0.8	2	-4	-1	2
CC12CCC(=O)N1c1c(sc3nc(N4CCOCC4)c4c(c13)CCCC4)C(=O)N2 (stereo not given)	-2	-2	-3	-1	1.0	-6	15	-29	5

Whole records, quoted from the list. Order of screens: PP1 inh	procasp7 counter	PAFAH2 inh	TPT1 inhibitor	PP5 inh	procasp3 activ	HCV core dimer	Fh CTSL1 inh	AHR activator
Cc1ccc(/C=C2/NC(=O)N(Cc3ccccc3)C2=O)o1 is listed with 1	-12	2	-5	0.2	-2	-9	3	-2
O=C(Nc1cc(C(F)(F)F)ccc1F)C1CCC1 is listed with 4	8	2	1	-1.2	-3	-1	-3	0
CC12CCC(=O)N1c1c(sc3nc(N4CCOCC4)c4c(c13)CCCC4)C(=O)N2 (stereo not given) is listed with -2	-2	-3	-1	1.0	-6	15	-29	5
CCC1(c2ccc(F)cc2)NC(=O)N(CC(=O)Nc2ccc(C)c(S(=O)(=O)N3CCOCC3)c2)C1=O (stereo not given) is listed with -1	11	0	-1	1.4	-6	4	-42	2
CCOc1ccc(CCNC(=O)COC(=O)C2=NNC(=O)CC2)cc1OCC is listed with -5	1	-1	4	-2.0	-6	4	-1	3

Going on with the list.
SMILES	PP1 inh	procasp7 counter	PAFAH2 inh	TPT1 inhibitor	PP5 inh	procasp3 activ	HCV core dimer	Fh CTSL1 inh	AHR activator
CN(C)c1ccc(NC(=O)c2ccc3nsnc3c2)cc1	3	-7	6	2	2.0	1	-9	-5	1
O=C(Nc1ccccc1Br)c1cc(=O)c2ccccc2o1	-2	1	-3	-2	2.8	-8	5	2	4
COc1ccc(C(=O)NCCc2nnc3ccc(SCC(=O)Nc4ccccc4F)nn23)cc1	2	-2	-1	-4	1.3	7	-4	0	3
O=C(Nc1ccc(Cl)c(S(=O)(=O)N2CCOCC2)c1)c1ccc(OCC2CCCO2)cc1 (stereo not given)	2	-2	x	-4	2.7	0	12	-2	3
COc1cc(CNn2cnnc2)ccc1OCC(=O)NC(C)(C)C	-2	13	-3	0	3.0	1	14	3	1
CN(CCOC(=O)c1ccc2c(c1)OCCO2)C(C)(C)C	4	1	-3	0	1.5	1	5	-2	4
CS(=O)(=O)N1Cc2ccccc2CC1C(=O)OCC(=O)Nc1ccc2ccccc2c1 (stereo not given)	4	0	-1	0	3.9	3	21	-7	5
CCc1nn(CC(=O)NCCCN2CCCC2=O)c(=O)c2cc3sccc3n12	-3	5	-1	-1	1.3	-12	0	3	1
COc1ccc(CCn2c(C)cc(C(=O)CSc3nnnn3C)c2C)cc1	0	11	-2	3	2.5	-5	7	0	2
Cc1ccc(NC(=O)CN2CCc3ccccc3C2)cc1S(=O)(=O)N1CCOCC1	-2	-8	1	-1	3.4	2	3	-1	0
CCOC(=O)C1C(=O)C=C(c2ccc(C)cc2)CC1c1ccco1 (stereo not given)	5	2	-3	1	4.4	4	8	6	0
Cn1c(NNC(=O)C(c2ccccc2)c2ccccc2)cc(=O)n(C)c1=O	3	0	1	-1	2.0	7	4	-6	-1
COc1cccc(N2CC(C(=O)NC3CCCCC3)CC2=O)c1 (stereo not given)	2	0	4	-3	1.3	3	1	-1	-2
Cn1ncc(Br)c1NC(=O)c1ccco1	1	-5	-3	3	-0.9	-10	-7	0	2
CC(=O)NCC(=O)OCN1C(=O)c2ccccc2C1=O	0	-4	-12	-2	0.7	-3	-4	-16	-3
COCCN1Cc2cccc(C(=O)Nc3ccccc3OC)c2C1=O	1	8	3	0	-0.8	-4	-2	4	45
CCc1ccc(N2CCN(CCNC(=O)Nc3ccccc3)CC2)cc1	0	6	-11	1	3.2	3	5	-2	-1
O=C(Nn1cnnc1)c1ccccc1Cl	0	7	0	1	1.7	-6	-2	-3	1
COCCOc1ccc(C(F)(F)F)cc1NC(=O)COC(=O)c1c(C)noc1C	-3	0	-20	0	3.4	8	2	-2	4
C#CC(C)(C)NC(=O)c1sccc1Oc1ccc(F)cc1[N+](=O)[O-]	0	2	7	-5	3.9	-6	-2	4	-2
CCCn1c(-c2ccc(OC)cc2)nc2ccccc21	-4	-8	1	-3	2.4	2	-1	-2	25
O=C(C1CCCN(S(=O)(=O)c2cccs2)C1)N1CCC(N2CCCCC2)CC1 (stereo not given)	0	-10	-3	3	-0.9	-2	4	2	-1
CCC(=O)NC(=S)Nc1ccccc1F	-2	-1	3	-4	2.3	0	0	1	8
COc1cccc(CNC(=O)c2nnn(CC(=O)Nc3cc(Cl)ccc3C)c2N)c1	5	3	-2	0	-7.3	1	-24	5	7
CN1C(=O)C2(c3ccccc31)c1c(oc3ccccc3c1=O)C(=O)N2CCCO (stereo not given)	-3	4	0	-2	-3.3	1	-1	-2	1
O=C(Nc1ccc(N2CCOCC2)cc1)c1cccc(S(=O)(=O)N2CCOCC2)c1	x	-5	-2	x	x	5	x	x	8
O=C(Oc1ccc(C(=S)N2CCOCC2)cc1Cl)c1ccccc1F	-1	-8	2	1	1.1	-8	5	4	1
O=c1cc(-c2ccccc2)oc2cc(O)c(O)c(O)c12	x	-3	22	x	x	-4	x	x	15
O=C(NC(Cc1ccccc1)C(=O)OCC(=O)N1CCc2ccccc21)c1ccco1 (stereo not given)	-2	5	5	7	5.0	8	4	-6	3
CN1C2C=C3C(C#N)=C(N)C(C#N)(C#N)[C@@H](c4cccc(F)c4)[C@@H]3C1CC2 (stereo not given in full)	0	-6	5	-3	1.1	7	-9	0	13
CCOC(=O)c1sc(C)c2c(=O)n(CCCN3CCOCC3)cnc12	-1	7	2	-3	-6.0	-3	-1	0	6
CCOC(=O)C(NC(=O)Cc1ccccc1)(Nc1cc(C)on1)C(F)(F)F (stereo not given)	5	8	-7	-1	2.1	2	-8	0	-1
O=C(CSc1nc2ncccc2[nH]1)NC1CCCC1	0	-7	1	-4	-0.5	-5	6	-1	4
COc1ccc(/C(C)=N/NC(=O)c2nnn(-c3nonc3N)c2-c2cccs2)cc1	-8	7	-1	-1	1.2	10	13	0	0
COc1cc(NC(=O)COC(=O)CCc2cc(OC)c(OC)c(OC)c2)cc(OC)c1	-6	11	6	3	-2.3	1	0	-10	1
N#CN1CCC(NS(=O)(=O)c2ccc(C(F)(F)F)cc2)CC1	x	7	-7	x	x	1	x	x	0
COc1ccc(NC(=O)C2CCOC(C)(C)C2)cc1 (stereo not given)	-2	-4	x	-2	-0.7	-6	3	-2	-3
Cc1cc(Cl)ccc1OCC(=O)OCC(=O)Nc1cccnc1Cl	1	5	-1	x	3.2	8	x	x	1
CCc1ccccc1NC(=O)C1CCN(S(=O)(=O)c2ccc3c(c2)N(C(C)=O)CCO3)CC1	0	-4	2	3	0.1	4	-2	-2	0
COC(=O)[C@H](Cc1ccccc1)NC(=O)N1Cc2ccccc2C[C@H]1C(=O)OC	-3	19	-12	0	0.5	-2	3	-3	1
C1CCC(CNc2c3c(nc4nnnn24)CCCC3)CC1	2	-8	4	-2	1.6	-1	-2	1	4
CCOc1ccc(S(=O)(=O)N2CCCC(C(=O)Nc3ccccc3)C2)cc1 (stereo not given)	-1	0	-6	-2	3.2	11	9	5	0
NC(=O)c1[nH]cnc1N	1&0	-11&-2	-6&-4	-4&-5	3.0&-0.1	5&0	-14&-2	3&3	-2&-2
CCNC(=O)N1CCN(C(=O)NCC)CC1	-1	5	8	-1	-0.9	-7	2	-4	0
CCN(CCNC(=O)C1CCN(S(=O)(=O)c2cccc3nsnc23)CC1)c1ccccc1	9	-4	0	-4	3.7	4	3	0	-1
Cc1ccc(-c2csc(N3CCC(C(N)=O)CC3)n2)cc1	0	5	-1	x	1.1	8	x	x	9
COC(=O)c1ccccc1NC(=O)c1cccc(COc2ccccc2Cl)c1	1	10	0	-4	0.5	6	2	2	6
COc1ccc(C(=O)c2coc3ccc(O)c(CN4CCCCC4)c23)cc1	-2	2	3	1	2.3	12	-2	-2	0
CC(O)CCC(=O)NNC1CC(=O)N(c2ccccc2)C1=O (stereo not given)	1	12	x	-3	1.4	-6	-2	-3	1
Cc1ccc(NC(=O)O/N=C/c2ccc(N(C)C)cc2)cc1	0	2	8	2	-0.9	7	-4	3	4

Assay outcomes as filed in PubChem.

Compounds were not picked by outcome, and some 5.6% of all compounds hit somewhere here.
